# From PubChem BioAssay
# LDHA block: blocks human lactate dehydrogenase A. P00338. purified LDHA, NADH/diaphorase-resazurin fluorescence; stronger effect = lower value. activity change, % (values are at about 110 or 230 µM). 480,000 compounds, 0.15% hits; in the data active = activity change below about -30%; inconclusive = mostly about -25% to -30%;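 also: plate controls were DMSO wells for no effect and wells without enzyme for full effect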
#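 Enzyme activity of human lactate dehydrogenase 5 (2 nM; 0.06 mM NADH, 0.2 mM pyruvate, 5 min, RT) is measured via a resazurin/diaphorase fluorescence readout of residual NADH.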
# Glioma ERSR ind: ER stress response induction in glioma | Potency, µM, for the others: at the highest dose activation, usual class: activators | U87-MG GRP78 promoter luciferase reporter, 16 h | AID 602332 | 420,000 compounds, 0.02% hits; also: potency is read from the fitted curve at half-maximal effect; series mostly up to about 76 µM; % of control where 0% means no effect; nearly all actives have a fitted effect of over 35% in size
#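 ERSR induction read as luciferase luminescence (Bright-Glo, 10 min at room temperature) in stably transfected human U87-MG glioma cells exposed to compounds for 16 h, using GRP78 as sensor.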
# TrxR1 inh: rat TrxR1 inhibition; recombinant rTrxR1, NADPH fluorescence consumption, selenite substrate; AID 588453; 390,000 compounds, 1% hits; Potency, µM (doses to about 114 µM), for inactives: at the top dose activity change, negative = inhibition, hits mostly inhibitors; also: potency is read from the fitted curve at half-maximal effect; % is scaled to controls: 0 for no effect and ±100 for the full control effect; nearly all actives have a fitted effect of over 65% in size
#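 Rat TrxR1 (90 nM in the dispensed reagent) was pre-reduced with 400 uM NADPH for 5 min at room temperature, then incubated with compound for 15 min. After 400 uM selenite was added, NADPH fluorescence (Ex 340/Em 450 nm) was followed for 8 min.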
# IDH1 R132H inh: blocks human mutant IDH1 R132H enzyme. Potency, µM (titrated, usually from 76.6 µM), for the others: at the top dose activity change, negative = inhibition, most hits filed as inhibitors. IDH1-R132H enzyme, NADPH consumption, diaphorase/resazurin fluorescence. 390,000 compounds, 0.093% hits. O75874; also: potency is read from the fitted curve at half-maximal effect; % is scaled to controls: 0 for no effect and ±100 for the full control effect; nearly all actives have a fitted effect of over 65% in size
#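 IDH1-R132H (0.5 ug/mL dispensed) in pH 7.5 Tris buffer was preincubated 30 min with compound, then given a substrate mix of 0.016 mM NADPH and 2 mM alpha-KG for 80 min at room temperature; remaining NADPH was read by diaphorase/resazurin fluorescence.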
# Vif-APOBEC3F blk: blocks the Vif interaction with APOBEC3F. 390,000 compounds, 0.2% hits. HeLa A3F-eYFP + Vif (tagged APOBEC3F with the HIV-1 protein that degrades it), YFP fluorescence increase. Potency, µM (highest dose often 46.1 µM), inactives show top-dose activity, negative = active; also: potency is read from the fitted curve at half-maximal effect; % of control where 0% means no effect; nearly all actives have a fitted effect of over 65% in size
#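 Fluorescence increase (Ex 488/Em 500-530) after overnight compound treatment at 37 deg C flags inhibition of Vif-driven A3F-eYFP loss in stable HeLa A3F-eYFP/Vif cells seeded overnight beforehand.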
# TrxR1 substrate: substrates of rat thioredoxin reductase 1; O89049; purified TrxR1 substrate turnover, NADPH consumption readout; Potency, µM (series often up to 114 µM), without a hit: at the top dose activity change, negative = substrate turnover; 390,000 compounds, 0.01% hits; also: potency is read from the fitted curve at half-maximal effect; % is scaled to controls: 0 for no effect and ±100 for the full control effect; nearly all actives have a fitted effect of over 50% in size
#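 Rat TrxR1, dispensed at 90 nM, was prereduced with 400 uM NADPH (final) for 5 min at ~22 deg C, then incubated with compound 15 min before 400 uM selenite. A first-read NADPH fluorescence drop versus no-compound background flagged substrates.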
# Vif-APOBEC3G blk: Vif-A3G binding inhibition. HeLa A3G-eYFP + Vif (tagged APOBEC3G with the HIV-1 protein that degrades it), YFP fluorescence, overnight. Potency, µM (highest dose often 46.1 µM), for inactives: at the top dose activity, negative = active, most hits filed as inhibitors. 410,000 compounds, 0.076% hits. AID 602310;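 also: potency is read from the fitted curve at half-maximal effect; % is scaled to controls: 0 for no effect and ±100 for the full control effect; nearly all actives have a fitted effect of over 60% in size; hits raise eYFP signal because A3G escapes Vif-driven loss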
#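 HeLa cells stably expressing Vif and C-terminally eYFP-tagged A3G, seeded overnight at 37 deg C, then exposed to compound by pintool overnight at 37 deg C. Rise in yellow fluorescence (Ex 488/Em 500-530, Acumen) marks blocked Vif-driven A3G degradation.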
# RGS4 inh: blocks human RGS4-accelerated GTP hydrolysis; P49798; Transcreener GDP fluorescence polarization, RGS4-accelerated GTP hydrolysis; Potency, µM (top dose mostly 114 µM), for the others: top-dose activity change, negative = inhibition, most hits filed as inhibitors; 390,000 compounds, 0.039% hits; AID 504845; also: potency is read from the fitted curve at half-maximal effect; % is scaled to controls: 0 for no effect and ±100 for the full control effect; nearly all actives have a fitted effect of over 75% in size; some results filed as inactive show a strong effect at the top dose
# Target sequence (P49798 whole entry, looked up): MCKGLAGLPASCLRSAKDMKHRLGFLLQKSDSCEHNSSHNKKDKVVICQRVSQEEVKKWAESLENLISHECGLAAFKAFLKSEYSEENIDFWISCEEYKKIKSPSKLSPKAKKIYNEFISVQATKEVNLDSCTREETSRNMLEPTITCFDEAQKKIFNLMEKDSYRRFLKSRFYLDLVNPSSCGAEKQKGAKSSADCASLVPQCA
#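 MLSMR compounds (23 nl, pin-transferred) preincubated 10 min at room temperature with a 500nM (2x) first reagent, then RGS4 at 900nM (2x) plus Transcreener GDP mix added; fluorescence polarization (620/688 nm) read before and after 90 min at 30 °C.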
# USP1-UAF1 inh: USP1/UAF1 (human) deubiquitinase inhibition. O94782. recombinant USP1/UAF1, Ub-Rhodamine cleavage fluorescence. Potency, µM (highest dose often 57.1 µM), for the others: at the highest dose activity change, negative = inhibition, actives largely listed as inhibitors. 390,000 compounds, 0.23% hits. AID 743255; also: potency is read from the fitted curve at half-maximal effect; % is scaled to controls: 0 for no effect and ±100 for the full control effect; nearly all actives have a fitted effect of over 60% in size; inactives centre near -12
# Target sequence (O94782 whole entry, looked up): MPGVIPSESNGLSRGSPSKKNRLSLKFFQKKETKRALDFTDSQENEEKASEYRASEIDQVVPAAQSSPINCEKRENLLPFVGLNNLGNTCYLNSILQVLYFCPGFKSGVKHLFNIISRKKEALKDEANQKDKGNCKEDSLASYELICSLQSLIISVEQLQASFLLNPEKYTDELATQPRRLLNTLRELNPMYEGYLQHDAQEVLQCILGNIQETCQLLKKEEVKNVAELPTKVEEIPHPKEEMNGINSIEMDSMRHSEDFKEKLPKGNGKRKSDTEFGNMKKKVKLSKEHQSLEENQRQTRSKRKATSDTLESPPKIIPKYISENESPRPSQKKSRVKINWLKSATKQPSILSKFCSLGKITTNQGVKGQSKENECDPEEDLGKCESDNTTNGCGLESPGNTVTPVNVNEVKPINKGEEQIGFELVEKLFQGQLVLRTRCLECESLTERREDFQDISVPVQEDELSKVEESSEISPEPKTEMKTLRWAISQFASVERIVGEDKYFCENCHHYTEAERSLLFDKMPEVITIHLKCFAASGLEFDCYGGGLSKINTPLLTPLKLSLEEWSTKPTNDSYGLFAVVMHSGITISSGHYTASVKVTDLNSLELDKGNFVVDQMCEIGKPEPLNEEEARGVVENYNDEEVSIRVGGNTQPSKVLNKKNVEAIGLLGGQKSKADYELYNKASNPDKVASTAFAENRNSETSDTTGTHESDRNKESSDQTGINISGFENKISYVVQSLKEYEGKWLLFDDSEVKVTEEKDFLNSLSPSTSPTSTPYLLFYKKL
#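 USP1/UAF1 complex (1 nM) preincubated 15 min at room temperature with compound, then Ub-Rho substrate (150 nM final) added. Kinetic fluorescence at 480/540 nm over 6 reads at 60 s intervals; 50 mM HEPES pH 7.8, 0.5 mM EDTA, 0.1 mg/ml BSA, 1 mM TCEP, 0.01% Tween-20.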
# An asterisk follows results filed as active; ? = inconclusive; . = no result given; & = joins results of further samples; [ ] = dose if it differs, or a comment. Unless noted, calls follow the shape of the dose curve; as a rule, active = well fitted curve in the direction sought with a large enough effect; inconclusive = small, poorly fitted or top-dose-only effect, or another doubt; inactive = no such curve, though single readings can be large; an effect the other way counts as inactive or inconclusive. Some of the compounds tested; the hit share may differ from the screen's.
item	Compound	LDHA block	Glioma ERSR ind	TrxR1 inh	IDH1 R132H inh	Vif-APOBEC3F blk	TrxR1 substrate	Vif-APOBEC3G blk	RGS4 inh	USP1-UAF1 inh
1	CC(=O)O/N=C(\N)c1cnn2c(C(F)(F)F)cc(C(F)(F)F)nc12	2.6	-4.8%	27.8%	4.8%	-20.8%	5.1%	1.8%	-3.4%	-10.6%
2	Cc1ccc2nc(/C=C/c3ccc(N(C)C)cc3)ccc2c1	.	-0.9%	15.5%	.	.	-1.9%	?	.	.
3	CC1Cc2ccccc2N1C(=O)CN(C)CC(=O)Nc1ccc(OC(F)(F)F)cc1 (stereo unspecified)	3.9	-0.9%	7.9%	7.6%	-8.9%	-1.7%	1.4%	-20.9%	-24.6%
4	CCOc1ccc(CCNC(=O)c2cc(C)nn2-c2ccccc2)cc1	-4.8	0.1%	7.4%	5.9%	-3.7%	3.0%	0.5%	0.5%	-17.7%
5	O=C(NC(=S)Nc1ccc2cn[nH]c2c1)c1ccccc1	0.9	7.9%	-46.0%	-0.8%	-2.9%	8.5%[57.1 µM]	0.9%	-37.7%	-20.7%
6	CCOc1ccc(C(=O)CCN2CCOCC2)cc1	-13.1	-15.6%	3.16µM*	2.8%	13.5%	-0.7%	-10.9%	-24.8%	-14.1%
7	CCc1ccc(/C=C2/SC(N3CCOCC3)=NC2=O)cc1	-3.2	-4.8%	15.2%[57.1 µM]	7.3%	-1.6%	-10.8%	-3.9%	-33.1%	-14.6%
8	Cc1cc(OCC(=O)NCc2ccccn2)cc(C)c1Br	-11.6	2.9%	-8.9%	3.5%	4.2%	-7.1%	-3.3%	6.0%	-14.4%
9	Cc1cc(C)c(S(=O)(=O)Nc2ncn[nH]2)cc1C	-10.6	3.5%	12.6%[57.1 µM]	6.4%	-8.2%	5.7%[57.1 µM]	-3.8%	32.2%	-7.8%
10	O=C(COc1ccc(Br)cc1)NCC1COc2ccccc2O1 (stereo unspecified)	-1.4	-1.6%	13.2%	-2.2%	5.8%	-0.6%	7.8%	2.1%	-22.3%
11	O=C(COc1ccccc1O)Nc1ccccc1Cl	-2.1	4.0%	1.4%	7.4%	3.3%	-6.8%	1.5%	19.1%	-6.8%
12	O=C(Nc1ccccc1)N1CCCN(c2nccc(C(F)(F)F)n2)CC1	-6.3	-4.7%	16.8%	-3.9%	-2.8%	3.4%	-3.7%	-7.9%	-22.3%
13	Cn1c(=O)c2c(nc(Oc3cccc(Br)c3)n2C)n(C)c1=O	-1.7	-3.4%	15.0%	3.9%	-3.1%	3.6%	-0.4%	1.5%	-10.4%
14	CC(NC(=O)COC(=O)c1ccco1)c1ccccc1 (stereo unspecified)	-3.3	3.3%	17.6%	16.1%	-12.7%	3.1%	-0.1%	14.6%	-5.2%
15	N#Cc1ccc(NC(=O)COCc2cc(-c3ccc4c(c3)OCO4)on2)cc1	-16.6	-5.2%	7.6%	-2.0%	-2.3%	2.6%	-0.6%	-30.5%	-17.4%
16	Cc1cc(NC(=O)c2ccc(N3C(=O)C4C5C=CC(C5)C4C3=O)cc2)no1 (stereo unspecified)	-4.4	-1.2%	18.8%	-9.9%	4.1%	-0.6%	-0.6%	14.1%	-3.2%
17	COc1ccccc1N1CCN(S(=O)(=O)CCNC(=O)C2CCCCC2)CC1	-2.7	-4.7%	7.6%	2.1%	2.4%	-3.7%	-5.6%	?	-3.8%
18	CCOC(=O)C1CCCN(c2c(C(=O)c3ccccc3)cnc3ccccc23)C1 (stereo unspecified)	-7.9	-3.8%	-8.5%	-4.1%	3.8%	-13.2%	-2.2%	-5.5%	-9.7%
19	Cn1c(=O)n(CC(=O)O)c(=O)c2c1nc1n2CCCN1CCc1ccccc1	-3.0	-4.2%	18.0%	3.0%	1.6%	1.1%	-1.7%	-1.9%	-24.0%
20	Cc1noc(C)c1CSc1nnc2ccccn12	-5.7	-5.3%	-4.6%	3.4%	-5.7%	47.0%[activator]	-1.2%	-0.2%	-10.2%
21	COc1cccc(NC(=O)/C(C#N)=C/c2c(C)n(Cc3ccccc3)c3ccccc23)c1	-3.7	-0.2%	7.5%	-8.6%	-21.3%	-5.4%	?	1.7%	?
22	CN(C)CCNc1oc(-c2ccc(COc3ccc(Cl)cc3)o2)nc1C#N	0.3	-4.2%	14.8%	-12.7%	-12.3%	6.1%	4.2%	1.5%	?
23	CCCN1CCc2c(sc(NC(=O)C3CCN(S(=O)(=O)c4cccs4)CC3)c2C(N)=O)C1	-5.6	-4.7%	-8.3%[57.1 µM]	-10.6%	6.8%	-3.2%[57.1 µM]	2.1%	-4.4%	-4.0%
24	O=C(CN1CCSc2ccccc21)N1CCN(c2ccccc2)CC1	5.9	-2.9%	-2.7%[57.1 µM]	9.8%	-7.0%	-7.5%[57.1 µM]	-2.3%	7.2%	-2.5%
25	O=C(Nc1cccc2ccccc12)c1cnsn1	-3.8	-1.9%	23.9%	-8.6%	1.9%	-1.1%	1.0%	-1.1%	-11.3%
26	Cc1cccc(C(c2sc3nc(-c4ccco4)nn3c2O)N2CCN(c3ccccc3)CC2)c1 (stereo unspecified)	-11.0	-1.1%	-7.6%[57.1 µM]	-25.2%	-14.2%	-5.8%[57.1 µM]	0.5%	-31.8%	-15.2%
27	Cc1cc(=O)oc(C)c1C(=O)OCC(=O)c1ccc(Br)cc1	0.4	10.3%	6.6%	-2.3%	-0.3%	-0.9%	-4.3%	-43.1%	7.4%
28	C[C@@H]1CN([C@H](C)CO)C(=O)c2c(c3ccccc3n2C)-c2ccccc2CO[C@@H]1CN(C)C(=O)Nc1ccccc1C(F)(F)F	-2.3	0.1%	.	14.9%	-10.1%	.	1.9%	.	-29.4%
29	CCC(c1nnnn1C(C)(C)C)N(Cc1cccs1)Cc1cc2cc(C)c(C)cc2n2nnnc12 (stereo unspecified)	-6.5	-3.2%	-16.0%	0.1%	-11.3%	-9.5%	0.2%	21.8%	-5.0%
30	CCN(CC)S(=O)(=O)c1ccc(NC(=O)Cc2cccs2)cc1	-6.0	0.3%	20.3%[57.1 µM]	11.9%	-5.2%	6.3%[57.1 µM]	0.2%	?	-17.8%
31	CC(=O)Nc1ccc(SC[C@H](CC(C)C)N2CCN(CCc3ccccc3)CCC2=O)cc1	-3.3	2.6%	18.7%[57.1 µM]	4.4%	3.0%	4.3%[57.1 µM]	0.5%	-4.7%	-9.0%
32	COc1ccc(OC)c(C2C(C(=O)c3ccco3)=C(O)C(=O)N2CC2CCCO2)c1 (stereo unspecified)	-2.5	1.2%	-5.9%	2.0%	-8.1%	-7.6%	0.2%	-13.3%	?
33	Cc1ccccc1-n1c(C)nnc1SCC(=O)NNC(=O)c1ccccc1	1.5	-2.0%	-10.2%	0.8%	-3.4%	-15.1%	-0.5%	-3.4%	-2.9%
34	COc1ccccc1N(C)S(=O)(=O)c1ccc(Cl)c(C(=O)NCC2(N(C)C)CCCCC2)c1	-10.6	-2.3%	2.3%[57.1 µM]	-5.2%	0.9%	-4.6%[57.1 µM]	1.9%	2.7%	2.4%
35	O=S1(=O)CCOC[C@H](CC2CCCCC2)N1Cc1ccccc1Br	2.9	?	9.5%[57.1 µM]	-4.7%	-14.3%	-4.8%&-1.3%	-6.7%&-9.4%	3.6%	-33.3%
36	COc1ccc(CCNC(=O)COC(=O)C2CC2C)cc1 (stereo unspecified)	-1.2	-2.7%	-1.0%	7.6%	?	2.8%	1.4%	-11.7%	-11.7%
37	CC1=C(C(=O)Nc2ccccc2C)C(c2ccncc2)n2nc(SCc3ccccc3Cl)nc2N1 (stereo unspecified)	-5.6	-3.5%	13.7%	-6.5%	-7.0%	7.1%[2.29 µM]	-4.1%	22.8%	-4.7%
38	O=C(NCC(=O)N1CCN(S(=O)(=O)c2ccc3c(c2)OCCO3)CC1)c1ccccc1F	-0.2	-2.9%	17.6%	-6.2%	3.7%	0.6%	-2.2%	-17.7%	-10.4%
39	COc1cc2c(cc1O)[C@@H]1Cc3cc(OC)c(OC)cc3C(C2)N1C	0.6	-4.6%	13.1%	-5.6%	3.5%	2.7%	1.7%	-9.7%	-29.3%
40	CC(=O)C1C(c2ccc(F)cc2)c2c(noc2C)CC1(C)O (stereo unspecified)	-1.3	1.4%	17.8%[57.1 µM]	17.6%	-4.4%	6.7%[57.1 µM]	2.8%	7.8%	-4.6%

# Arranged by the number under Glioma ERSR ind (descending): some entries from above
cpd	SMILES	LDHA block	Glioma ERSR ind	TrxR1 inh	IDH1 R132H inh	TrxR1 substrate	RGS4 inh	USP1-UAF1 inh
31	CC(=O)Nc1ccc(SC[C@H](CC(C)C)N2CCN(CCc3ccccc3)CCC2=O)cc1	-3.3	2.6%	18.7%[57.1 µM]	4.4%	4.3%[57.1 µM]	-4.7%	-9.0%
16	Cc1cc(NC(=O)c2ccc(N3C(=O)C4C5C=CC(C5)C4C3=O)cc2)no1 (stereo unspecified)	-4.4	-1.2%	18.8%	-9.9%	-0.6%	14.1%	-3.2%
1	CC(=O)O/N=C(\N)c1cnn2c(C(F)(F)F)cc(C(F)(F)F)nc12	2.6	-4.8%	27.8%	4.8%	5.1%	-3.4%	-10.6%
